# DAGLB inh = blocks human DAGLB lipase activity; Q8NCG7; HEK293T DAGLB membrane lysate, EnzChek fluorogenic substrate; inhibition, % at 5.17 µM; hit rate 0.059% among 340,000; AID 504411; in the data active = inhibition above about 34%;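 also: 0% = enzyme with vehicle and 100% = wells lacking enzyme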
# Target sequence (Q8NCG7 whole entry, looked up): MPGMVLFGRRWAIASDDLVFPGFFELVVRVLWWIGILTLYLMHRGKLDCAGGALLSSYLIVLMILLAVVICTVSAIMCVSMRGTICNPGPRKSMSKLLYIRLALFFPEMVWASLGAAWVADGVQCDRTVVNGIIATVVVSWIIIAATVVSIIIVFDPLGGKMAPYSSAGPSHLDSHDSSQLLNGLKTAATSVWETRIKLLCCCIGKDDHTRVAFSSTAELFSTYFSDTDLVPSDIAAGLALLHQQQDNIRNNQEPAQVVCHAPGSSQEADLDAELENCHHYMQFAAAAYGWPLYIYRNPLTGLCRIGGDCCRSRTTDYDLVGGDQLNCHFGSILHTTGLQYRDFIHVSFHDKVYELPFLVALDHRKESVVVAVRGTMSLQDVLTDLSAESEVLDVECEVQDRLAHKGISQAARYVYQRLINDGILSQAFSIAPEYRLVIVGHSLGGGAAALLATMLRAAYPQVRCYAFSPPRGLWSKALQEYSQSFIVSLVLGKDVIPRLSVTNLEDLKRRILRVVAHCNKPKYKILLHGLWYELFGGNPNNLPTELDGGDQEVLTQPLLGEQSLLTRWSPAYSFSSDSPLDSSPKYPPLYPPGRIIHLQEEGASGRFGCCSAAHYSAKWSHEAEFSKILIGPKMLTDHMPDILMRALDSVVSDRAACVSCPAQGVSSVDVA
# AddAB inh = less growth of phage-infected E. coli with AddAB; inhibition, % at 11.9 µM; hit rate 0.29% among 330,000; E. coli expressing H. pylori AddAB, absorbance growth; in the data active = inhibition above about 12%;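 also: 0% = vehicle wells of infected cells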
# E coli growth = counter-screen for AddAB inhibitors: E. coli growth inhibition. hit rate 0.27% among 330,000. inhibition, % at 11.9 µM. E. coli V3065 growth, OD600 absorbance, 18 h;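 active = inhibition above the campaign's mean inhibition across all tested compounds plus 3 SD, cut at about 9.9% in these data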;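 also: uninfected addAB+ strain grown without phage in ampicillin broth; 0% = DMSO wells and 100% = ciprofloxacin 0.95 µg/ml wells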
# HTR5A ag = HTR5A agonism, opioid heterodimer counter-screen | activation, % at 9.3 µM | P47898 | HTR5A agonist assay, luminescence, cell-based | hit rate 0.61% among 340,000; in the data active = activation mostly above about 9.5%, no sharp cut-off; inactive = mostly below about 7.6%;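 also: 0% = cells with vehicle only and 100% = reference agonist; strong numbers were not always called active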
# SUMO Mot1 rescue = inhibitors of SUMOylation pathway: yeast Mot1-301 growth rescue; S. cerevisiae Mot1-301 growth rescue, ATP luminescence, 38.5C; percent above DMSO median, 100 means doubled; AID 2716; hit rate 1% among 320,000; growth rescue, % at 18.8 µM;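 active = every valid replicate shows activation above 250% relative to neutral control wells; inactive = the rest, any valid replicate at or below 250%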;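 also: OY570 slx delta 5 strain wells were the positive control but not used for scaling; some compounds called inactive have numbers as strong as hits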
# CDK5 p35 inh = blocks human CDK5/p35 kinase activity; inhibition, % at 10 µM; Recombinant CDK5/p35, ADP-Glo luminescence, 60 min; Q00535+Q15078; AID 488839; hit rate 0.01% among 330,000;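 active = highest replicate inhibition of at least 50% and at least 75% of replicates reaching 50%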;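 also: plate controls were DMSO neutral control for no effect and GW8510 at 10 µM for full effect; many of its hits are not listed in these tables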
# Tat export inh = E. coli Tat transport inhibition; E. coli MC4100 TorA-mCherry Tat export, fluorescence; inhibition, % at 10 µM; hit rate 0.036% among 340,000; AID 488895;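 active = mean replicate inhibition at least 50% and at least half of replicates individually reaching 50%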;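 also: exported cargo escapes ClpAP degradation while cytoplasmic cargo is degraded and loses fluorescence; 0% = median of neutral control wells and 100% = median of NaSCN control wells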
# PKA-R1A act = activates the PKA-R1A holoenzyme complex | P00514+P68181 | PKA-R1A dissociation, Cy5-IP20 fluorescence polarization; scaled: DMSO 0%, 113 µM cGMP 100% | activation, % at 11.4 µM | hit rate 0.083% among 340,000;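 active = percent activation above the mean of all tested compounds plus 3 SD, cut at about 19% in these data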;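 also: higher means more PKAc released from R1A so a rise in polarization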
# HTR5A inv ctr = inverse agonist of human HTR5A in OPRM1-OPRD1 counter-screen. HTR5A cell line, luminescence, inverse agonism. hit rate 0.083% among 340,000. AID 504634. inhibition, % at 9.3 µM. P47898; in the data active = inhibition mostly above about 23%, no sharp cut-off; inactive = mostly below about 18%;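 also: 0% = cells with DMSO and 100% = no-cell wells with DMSO; some compounds called inactive have numbers as strong as hits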
# phage Ecoli inh = E. coli growth loss with phage present; growth absorbance; inhibition, % at 11.9 µM; hit rate 0.26% among 360,000; in the data active = inhibition above about 11%
# PKA-R2B act = activates the human PKA-R2B holoenzyme complex; P22694+P31323; PKA-R2B holoenzyme dissociation, Cy5-IP20 fluorescence polarization; R2B truncated from residue 108, S112A mutant; 0% DMSO only, 100% 113 µM cGMP; activation, % at 11.4 µM; hit rate 0.079% among 340,000; AID 504700;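 active = activation above a cutoff set at the mean over all compounds plus 3 SD, cut at about 18% in these data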;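 also: higher means more holoenzyme dissociation and a rise in polarization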
# Target sequence (P31323 whole entry, looked up, other chains not shown, the tested form may be a part): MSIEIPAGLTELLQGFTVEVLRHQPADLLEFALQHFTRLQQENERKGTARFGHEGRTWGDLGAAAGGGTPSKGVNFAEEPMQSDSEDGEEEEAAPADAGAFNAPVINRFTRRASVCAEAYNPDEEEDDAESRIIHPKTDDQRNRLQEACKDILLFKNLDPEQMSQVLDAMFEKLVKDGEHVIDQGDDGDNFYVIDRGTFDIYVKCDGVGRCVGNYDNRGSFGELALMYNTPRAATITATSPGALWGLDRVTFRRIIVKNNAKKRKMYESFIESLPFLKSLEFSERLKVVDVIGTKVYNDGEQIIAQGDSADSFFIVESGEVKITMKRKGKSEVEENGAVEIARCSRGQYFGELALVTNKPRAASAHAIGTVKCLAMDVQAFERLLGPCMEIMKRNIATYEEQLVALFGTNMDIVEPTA
# * hit, by the source's call; . = no result given. Not a hit list (roughly 2.3% active in at least one column).
structure	DAGLB inh	AddAB inh	E coli growth	HTR5A ag	SUMO Mot1 rescue	CDK5 p35 inh	Tat export inh	PKA-R1A act	HTR5A inv ctr	phage Ecoli inh	PKA-R2B act
CCN(CC(=O)NC1CCS(=O)(=O)C1)C(=O)COc1ccccc1-c1ccccc1 (stereo not given)	0	-0.3	0.0	-3	5	0.4	-5	-7	3	-0.3	-2
OCCCNc1cc(-c2ccccc2)nc2cc(-c3ccc(F)cc3)nn12	-1	-0.9	-1.9	2	14	0.8	19	-9	-9	0.0	3
COc1ccc(C(=O)CSc2nnnn2Cc2ccccc2)cc1	-7	2.7	0.7	2	-23	-0.4	7	3	-26	2.9	-9
O=C1CC(N(C(=O)c2ccco2)c2ccc(F)cc2)C(=O)N1c1ccc(F)cc1 (stereo not given)	2	-0.4	-1.3	-7	-1	-1.1	-4	7	17	1.9	5
Cc1c(CNC(=O)C2CC2)c(-n2cccc2)n(Cc2ccccc2)c1C	-3	2.4	1.1	-1	.	-7.3	0	3	15	3.0	-7
C[C@H](NC(=O)C1CCN(S(=O)(=O)c2ccccc2)CC1)C(=O)NCc1ccccn1	-2	4.7	-0.2	2	9	-8.9	-7	-3	1	2.4	-12
C=C(C)CNC(=S)N/N=C/c1ccco1	0	0.6	0.0	6	-1	-3.5	0	-4	-13	-0.9	-12
CN(C)/C=C1/C=C(C=O)OC1=O	-1	3.1	0.4	4	116	0.5	-1	-4	-2	-0.7	9
c1coc(Cn2c(-c3ccco3)nc3ccccc32)c1	2	-0.7	3.2	2	-5	0.2	-4	-5	17	2.8	3
C=CCn1c(SCc2ccccc2Cl)nnc1-c1sc2nc(C)cc(C)c2c1N	0	1.9	0.8	1	106	0.7	-5	0	-13	-0.4	6
O=C(c1ccoc1)N1CCC2(CC1)Oc1ccc(Cl)cc1C(=O)C21CC(c2cccnc2)=NO1 (stereo not given)	3	1.8	-2.4	1	32	0.1	1	-12	-1	2.5	-8
C/C(=N\NC(=O)c1cc([N+](=O)[O-])cc([N+](=O)[O-])c1)c1ccco1	-1	2.4	2.4	0	5	0.4	-2	6	7	2.4	5
CC(=O)C(C)Oc1ncn(-c2ccccc2)n1 (stereo not given)	0	-1.2	0.4	6	-4	-0.7	4	-11	-17	2.5	3
Cc1c(NN=C(C#N)C#N)c(=O)n(-c2ccccc2)n1C	2	0.2	-5.0	0	183	-0.2	0	1	1	4.0	-1
COc1ccc(C2Nc3ccccc3C(=O)N2NS(=O)(=O)c2ccccc2)cc1 (stereo not given)	5	0.3	-3.5	4	-12	-0.4	6	-13	-12	2.6	-11
Cc1nc2ccc(-c3nc4ccc(N)cc4[nH]3)cc2[nH]1	1	-0.1	0.2	1	-11	-0.1	-4	-10	-3	3.9	-3
CC(=O)N/C(=C\c1ccccc1)C(=O)OCC(=O)N(C)C1CCS(=O)(=O)C1 (stereo not given)	-2	0.5	-0.2	8	13	-1.7	-4	2	-19	3.0	1
Cc1ccccc1C(=O)NC1CC2CCCC(C1)N2Cc1ccccc1 (stereo not given)	-3	1.7	-1.1	5	14	0.4	1	1	-15	0.6	-4
CC1CN(Cc2ccccc2)C(=O)NC1=O (stereo not given)	0	.	.	-5	.	2.1	-7	-2	18	3.5	0
CCC(C)N(C)Cc1cccc(C2(O)CCN(S(=O)(=O)c3ccc(F)cc3)CC2)c1 (stereo not given)	0	1.9	0.9	1	17	0.6	2	7	-4	0.3	-12
C[C@]12c3[nH]c4ccc(Cl)cc4c3CCN1C(=O)[C@@H](CC(=O)NCC13CC4CC(CC(C4)C1)C3)C[C@@H]2C(=O)N1CCOCC1	-2	-0.9	-1.4	-2	.	2.0	16	-8	7	0.4	-16
O=c1cc(-c2ccc(O)cc2)oc2c([C@@H]3O[C@H](CO)[C@@H](O)[C@H](O)[C@H]3O)c(O)c([C@@H]3O[C@H](CO)[C@@H](O)[C@H](O)[C@H]3O)c(O)c12	-1	4.0	0.7	5	9	0.1	-10	-3	12	2.0	0
O=C(COC(=O)c1ccc(O)cc1O)c1ccc2c(c1)OCO2	-1	1.6	3.6	5	-3	0.3	-3	0	-14	0.1	0
COC(=O)Cn1nc(C)c2ccccc2c1=O	1	2.1	0.9	-3	-5	-2.7	-5	8	-24	4.6	-8
CCOC(=O)C1CCN(C(=O)CN(c2ccc(OC)cc2)S(=O)(=O)c2c(C)noc2C)CC1	-1	3.4	1.6	1	9	0.1	4	4	-2	1.5	-2
COc1ccc(NCC(=O)n2c(C)c(C)c3ccccc32)cc1OC	-2	-1.8	-0.4	3	3	0.1	-3	-6	19	1.5	-11
CCOC(=O)Cn1c2c(c(-c3ccccc3OC)cc1=O)CCCC2	-12	-1.8	-3.5	5	4	-2.5	18	-5	-3	1.7	0
Cc1cc(C)c(S(=O)(=O)n2nc(C)c(Br)c2C)c(C)c1	-2	1.4	1.2	3	-8	-0.9	-12	-6	-2	1.2	2
CC1(C)COC(c2cccn2Cc2ccccc2Cl)=N1	-9	0.7	1.0	5	-12	-2.2	-11	-15	-12	1.2	9
CCCCCc1nc2c(=O)n(C)c3ccccc3c2o1	-6	-0.3	-0.3	10	6	-0.5	-1	-6	-26	1.1	0
COc1ccc(C(=O)NNC(=O)c2cccc(S(=O)(=O)N3CCOCC3)c2)cc1	-1	-0.8	1.9	-2	-2	-1.9	2	1	6	1.3	15
N#Cc1c(NCCN)nc(-c2ccco2)c2c1CCCC2	2	4.8	-0.5	-7	3	1.0	5	-9	17	5.0	10
COc1ccc(CNC(=O)C2CCN(S(=O)(=O)N3CCCCC3)CC2)cc1	-1	0.0	-2.9	3	-4	0.2	0	-4	-10	1.3	1
O=C(Nc1ccc(F)c(Cl)c1)c1ccc2c(=O)n3c(nc2c1)CCCCC3	0	0.5	2.5	1	166	-0.6	-2	-9	-28	3.7	-3
Cc1ccc(S(=O)(=O)N(c2ccc(Br)cc2)C2C=CS(=O)(=O)C2)cc1 (stereo not given)	0	-0.3	-0.2	4	3	-2.2	-4	0	-12	0.5	6
CN1CCN(C(=O)CN(c2cccc(Br)c2)S(=O)(=O)c2ccccc2)CC1	-1	2.7	1.1	-3	.	-2.5	-1	-3	0	5.3	-3
CC1Cc2ccccc2N1CC(=O)Nc1ccc2c(c1)OCCCO2 (stereo not given)	-3	1.1	1.2	-6	-9	-0.2	-1	-3	16	-1.6	3
Cc1ccc(-c2nc(CS(=O)CC(=O)NCCN3CCCCC3C)c(C)o2)cc1 (stereo not given)	0	1.0	-2.4	2	27	-5.4	-1	-13	16	0.5	7
Cc1nc(=S)c2c([nH]1)-c1ccccc1CC21CCCCC1	.	-3.8	-3.8	.	-2	-0.2	-8	.	.	0.1	.
O=C(O)CCn1c(-c2ccccc2)cc2c1CCCC2=O	-1	0.9	0.5	1	2	-1.4	-1	-8	-3	2.4	-9
O=C(NCc1ccco1)c1cc(-c2cccs2)nc2ccccc12	-4	2.6	2.2	1	1	-4.1	2	-1	28	3.9	-2
CCC(=O)Nc1cc(C(C)(C)C)ccc1C(C)=O	-1	0.3	0.2	2	2	-0.6	3	10	-8	2.2	8
O=C(c1cccc(NC2=NC3CS(=O)(=O)CC3S2)c1)N1CCN(c2ccc(F)cc2)CC1 (stereo not given)	1	1.4	-1.3	2	-5	1.2	-2	-6	-4	2.9	-16
O=S(=O)(NCC(c1cccnc1)N1CCOCC1)c1cccs1 (stereo not given)	0	3.0	0.1	-2	-5	0.3	-3	1	-3	0.3	4
CCCNCc1cc(Cl)c(OCC)c(Cl)c1	-1	1.5	2.6	2	18	2.0	16	-11	-9	3.3	-9
CC(C)COc1cccc(C(=O)NC2(C)CCS(=O)(=O)C2)c1 (stereo not given)	0	3.4	-0.8	5	3	0.6	2	-7	20	1.8	12
CCn1c(C)nc2cc(C(=O)N/N=C/c3cccc(O)c3O)ccc21	5	4.3	-1.8	4	-7	0.9	4	3	4	6.4	4
CCCCN(CC)C(=O)CSc1nc2n[nH]c(C)c2c(=N)n1-c1cccc(C)c1	-1	1.8	0.1	-4	-4	2.7	14	-9	12	1.1	-19
Cc1ccc(NC(=O)c2cc(C)nc3ccccc23)c(C)c1	2	1.2	-0.3	-2	1	0.7	-5	9	7	2.5	4
O=C1N[C@@H](c2ccccc2)COC(=O)[C@H](Cc2ccc(F)cc2)CC/C=C/C[C@@H]1CC(=O)N(CCO)Cc1ccccc1	1	1.9	-0.3	0	42	1.4	4	4	-12	0.8	-4

# (list continues)
structure	DAGLB inh	AddAB inh	E coli growth	HTR5A ag	SUMO Mot1 rescue	CDK5 p35 inh	Tat export inh	PKA-R1A act	HTR5A inv ctr	phage Ecoli inh	PKA-R2B act
O/N=C/c1ccc(OCc2ccccc2)c(Cl)c1	-5	4.5	-0.5	6	153	-0.7	3	-1	-15	1.5	-6
CCOc1ccccc1-c1noc(CCC(=O)Nc2cccnc2)n1	1	1.4	0.4	0	5	-0.6	3	-13	0	1.2	1
CN(CC(=O)Nc1ccc(Cl)cc1)Cc1cc(=O)n2ccsc2n1	0	1.5	-0.4	0	-16	-0.9	-2	0	10	1.1	-8
CC(=O)Nc1ccc(NC(=O)/C=C/c2ccccc2)cc1	1	-0.1	0.9	-1	0	0.6	0	0	12	3.6	2
CCc1ccc(OC)c(S(=O)(=O)N2CCN(C(=O)c3ccco3)CC2)c1	1	4.8	-3.0	0	207	0.9	-2	-13	1	1.3	4
Cc1cc(Cl)cc2c(N=Nc3ccccc3C(=O)O)c(O)[nH]c12	2	-0.3	1.2	1	-13	0.6	4	4	-4	0.5	-4
CCc1ccc(CC2(O)CC(C)N(C)CC2C)cc1 (stereo not given)	1	-0.6	1.1	-3	-5	2.4	-4	1	11	2.0	0
CC(C)N1CCC(=NNC(=O)c2ccccc2[N+](=O)[O-])CC1	0	0.9	-2.3	3	-3	0.3	-9	-4	-7	2.6	-11
CC(C)(C)c1ccc(-c2nc3c(C#N)c(-c4ccc5c(c4)OCO5)ccn3n2)cc1	-1	3.1	0.8	0	-13	0.3	5	-9	2	3.6	-5
COc1ccc(Br)cc1CN(C)C(=O)c1ccncc1	1	1.8	-1.8	1	-17	-0.7	-6	-9	10	3.2	3
COc1ccccc1CNC(=O)[C@H](C)NC(=O)C1CCN(C(=O)[C@@H]2CCCN2C(=O)OC(C)(C)C)CC1	1	1.5	-3.2	-2	-11	-1.2	-5	1	-2	2.0	-15
Cc1cc(C)c(C#N)c(SCC(=O)Nc2ccc(S(=O)(=O)Nc3ncccn3)cc2)n1	2	1.9	1.2	4	4	-4.0	-6	-3	-9	1.6	-5
O=C1NC(=Nc2ccccc2Cl)S/C1=C\c1cccc([N+](=O)[O-])c1	16	2.2	0.2	1	-11	-0.7	4	2	-5	5.0	-2
